# Mot1-301 SUMO = blocks SUMOylation pathway, rescuing yeast Mot1-301 growth | S. cerevisiae Mot1-301 growth rescue, ATP luminescence, 38.5C; percent above DMSO median, 100 means doubled | growth rescue, % at 18.8 µM | 320,000 tested, 1% active | AID 2716;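 active means every valid replicate shows activation above 250% relative to neutral control wells; inactive means the rest, any valid replicate at or below 250%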;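 further: OY570 slx delta 5 strain wells were the positive control but not used for scaling; some compounds called inactive have numbers as strong as hits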
# MITF TRPM1 HTS = increases MITF-driven TRPM1 promoter luciferase signal; SK-MEL-5 TRPM1-promoter luciferase, 24 h; % of positive control, neutral wells = 0; activation, % at 12.5 µM; 300,000 tested, 0.75% active;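 active means mean activation of at least 80% with every replicate also reaching 80%; inconclusive means mean reaches 80% but some replicate falls short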;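 further: 0% = neutral control wells and 100% = parthenolide positive control wells; values of inactives mirror those of a sister screen read the other way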
# CDK5 inh = inhibitors of human CDK5/p35 kinase. Q00535+Q15078. Recombinant CDK5/p35, ADP-Glo luminescence, 60 min. inhibition, % at 10 µM. 330,000 tested, 0.01% active;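 active means highest replicate inhibition of at least 50% and at least 75% of replicates reaching 50%; inconclusive means only one of the two criteria met; inactive means both criteria failed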;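 further: plate controls were DMSO neutral control for no effect and GW8510 at 10 µM for full effect; many of its hits are not listed in these tables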
# NSD2 inh = blocks human histone methyltransferase NSD2; 310,000 tested, 0.54% active; NSD2 peptide methylation, AlphaScreen, 120 min; AID 743445; O96028; inhibition, % at 12.5 µM; in the data active means inhibition above about 50%
# SR-BI DiI-HDL act = activators of SR-BI mediated HDL lipid uptake; 320,000 tested, 0.096% active; activation, % at 12.5 µM; CHO ldlA[mSR-BI] cells, DiI-HDL uptake fluorescence, 3 h; 100 = double the neutral-control signal; AID 504775;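 active means mean replicate activation of at least 60% and every replicate at or above 60%; inconclusive means mean or all-replicate condition met, but not both; inactive means mean below 60% and not all replicates reaching 60%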;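 further: 0% = median plate neutral-control signal and 100% = twice that signal; values of inactives mirror those of a sister screen read the other way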
#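 System: LDL receptor-deficient CHO ldlA cells overexpressing murine SR-BI | Timing: 3 h uptake period with compound, 37 °C | Medium: HEPES-buffered (25 mM, pH 7.4) F12 plus 0.5% BSA | Dosing: Single-point compound dose | Signal: Bottom-read fluorescence, 550/595 nm | Read-out: Retained DiI signal reflecting DiI-HDL uptake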
# PKA-R2B activ = activators of human PKA-R2B complex; P22694+P31323; PKA-R2B holoenzyme dissociation, Cy5-IP20 fluorescence polarization; R2B truncated from residue 108, S112A mutant; 0% DMSO only, 100% 113 µM cGMP; activation, % at 11.4 µM; 340,000 tested, 0.079% active; AID 504700;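 active means activation above a cutoff set at the mean over all compounds plus 3 SD, cut at about 18% in these data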;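 further: higher means more holoenzyme dissociation and a rise in polarization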
# Target sequence (P31323 whole entry, looked up, other chains not shown, the tested form may be a part): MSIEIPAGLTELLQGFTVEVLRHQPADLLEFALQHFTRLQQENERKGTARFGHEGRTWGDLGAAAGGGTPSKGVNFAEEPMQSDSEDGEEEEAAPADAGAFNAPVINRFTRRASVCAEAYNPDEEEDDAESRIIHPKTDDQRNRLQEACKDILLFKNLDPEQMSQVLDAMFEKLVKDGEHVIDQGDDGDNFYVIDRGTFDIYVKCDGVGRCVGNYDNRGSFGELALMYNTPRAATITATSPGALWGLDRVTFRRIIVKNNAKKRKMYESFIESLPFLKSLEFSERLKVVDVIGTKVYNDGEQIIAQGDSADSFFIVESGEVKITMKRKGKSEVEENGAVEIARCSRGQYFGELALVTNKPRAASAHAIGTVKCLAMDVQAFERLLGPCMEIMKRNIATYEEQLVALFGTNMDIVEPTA
# PKA-R1A activ = activators of PKA-R1A complex; P00514+P68181; PKA-R1A dissociation, Cy5-IP20 fluorescence polarization; scaled: DMSO 0%, 113 µM cGMP 100%; activation, % at 11.4 µM; 340,000 tested, 0.083% active;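 active means percent activation above the mean of all tested compounds plus 3 SD, cut at about 19% in these data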;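 further: higher means more PKAc released from R1A so a rise in polarization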
# Arrestin-AP2 inh = inhibitors of human beta-arrestin and AP2 interaction; FITC-arrestin peptide / GST-AP2 beads, flow cytometry; AP2 beta2 appendage carries R879A mutation; inhibition, % at 10 µM; 340,000 tested, 0.31% active;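 active means inhibition above a set limit, near 3 SD of compounds lacking own fluorescence, cut at about 54% in these data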;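 further: plate controls were DMSO wells for no effect and 5 µM unlabelled arrestin peptide for full effect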
#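 Measured by: flow cytometry, FL1 (488/535 nm); Material: AP2 appendage R879A on GSH beads; Evaluation: percent response; Timing: pre-incubation 12 min, peptide binding 1 h, room temperature; Also added: 50 nM FITC-arrestin peptide; Medium: PBS with 0.05% Tween 20 and 0.1% BSA.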
# dFosB act = mouse delta FosB homodimer activation; P13346; purified delta FosB, TAMRA-CDK5 oligo fluorescence polarization; percent of positive-control signal above neutral wells; activation, % at 25 µM; 340,000 tested, 0.99% active;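 active means mean activation above about 17%, with every replicate also reaching it, limit read from the data, passing the limit was not always enough; inconclusive means only one of the two conditions met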;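 further: fluorescence polarization rise as delta FosB binds a TAMRA Cdk5 AP-1 oligo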
# SR-BI DiI inh = inhibitors of mouse SR-BI mediated HDL lipid uptake | Q61009 | ldlA[mSR-BI] CHO cells, DiI-HDL uptake fluorescence, 3 h | inhibition, % at 12.5 µM | 320,000 tested, 0.96% active | AID 488896;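 active means mean replicate inhibition of at least 70% and a set share of replicates each scoring 70 or more; inconclusive means meets just one of the two criteria; inactive means fails both criteria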;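 further: 0% = median of neutral control wells and 100% = median of positive control wells; values of inactives mirror those of a sister screen read the other way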
# Target sequence (Q61009 whole entry, looked up): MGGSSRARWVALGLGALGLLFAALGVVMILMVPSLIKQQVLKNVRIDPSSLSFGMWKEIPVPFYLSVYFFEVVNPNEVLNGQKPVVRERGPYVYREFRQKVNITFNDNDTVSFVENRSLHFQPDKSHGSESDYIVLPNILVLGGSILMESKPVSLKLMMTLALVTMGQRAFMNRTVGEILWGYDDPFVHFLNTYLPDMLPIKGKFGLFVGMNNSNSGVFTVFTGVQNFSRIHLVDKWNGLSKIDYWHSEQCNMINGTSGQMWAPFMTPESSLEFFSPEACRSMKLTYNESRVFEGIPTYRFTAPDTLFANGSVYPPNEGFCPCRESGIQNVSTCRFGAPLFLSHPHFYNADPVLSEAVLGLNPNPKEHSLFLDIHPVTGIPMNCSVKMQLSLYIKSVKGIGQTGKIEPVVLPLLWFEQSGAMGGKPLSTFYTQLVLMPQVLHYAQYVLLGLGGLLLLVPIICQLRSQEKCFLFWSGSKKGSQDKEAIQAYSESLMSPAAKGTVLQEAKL
# Pemphigus Ab inh = human desmoglein-3 autoantibody binding inhibition; P32926; DSG3-coupled beads, scFv-anti-DSG3-GFP binding, flow cytometry; stronger effect = lower value; binding (percent of control), % at 10 µM; 310,000 tested, 0.48% active; AID 588358;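 active means binding more than 3 SD below its plate's average and above zero; inconclusive means below that plate limit but binding exactly zero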;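 further: hits lower antibody fragment binding to DSG3; some compounds called inactive have numbers as strong as hits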
# An asterisk follows results filed as active; ? = inconclusive; nt = not tested or not shown.
SMILES,Mot1-301 SUMO,MITF TRPM1 HTS,CDK5 inh,NSD2 inh,SR-BI DiI-HDL act,PKA-R2B activ,PKA-R1A activ,Arrestin-AP2 inh,dFosB act,SR-BI DiI inh,Pemphigus Ab inh
CCC(CO)Oc1cc(NCc2ccccc2)c2ncn(C3CCCC3)c2c1 (centres undefined),10,10,0.4,nt,-42,-7,-5,1,-2,42,117
COc1cc2c(cc1NCc1ccccn1)oc1ccccc12,27,24,-0.6,5,-71,15,8,2,-11,?,102
CN(C)CCCNC(=O)CC(c1ccccc1)c1ccccc1O (centres undefined),-4,-5,-2.3,2,-10,10,6,2,3,10,116
CCN(CC)CCNCC(=O)Nc1ccc(Oc2ccccc2)cc1,123,6,1.1,2,25,-6,-9,31,3,-25,97
O=S(=O)(c1ccc(SCc2ccccc2)nc1)N1CCCC1,27,16,-0.1,-1,nt,-4,8,-7,1,-14,109
CCOC(=O)Nc1nnc(-c2ccc(OC)cc2)s1,3,40,-1.8,6,-9,7,-2,-3,-3,9,101
CCC1=C(C(=O)OC)C(c2cc(OC)ccc2OC)C(C#N)=C(N)O1 (centres undefined),-14,4,1.4,-1,12,-14,8,-4,2,-12,99
Cc1nn(-c2ccccn2)c2c1-c1nc(N)ncc1CC2,-10,110*,23,-3,4,1,5,6,-6,-4,95
COc1ccc(-n2c(=S)[nH]c3c(oc4ccccc43)c2=O)cc1,35,-10,0.1,0,nt,8,5,7,-3,nt,105
O=C(Nc1cn(-c2ccccc2)nc1-c1cccs1)c1ccco1,9,24,1.9,0,-18,-6,-4,-5,-2,18,nt
O=C(Cc1ccccc1)NC1(Cc2ccc(O)cc2)CCCCC1,11,13,2.2,-1,-2,1,1,6,-3,2,110
O=c1cc(-c2ccc(O)c(O)c2)oc2cc(O)c([C@@H]3O[C@H](CO)[C@@H](O)[C@H](O)[C@H]3O)c(O)c12,0,-5,1.3,nt,-6,0,4,19,9,6,98
CSc1nc2c(cnn2-c2ccc(C)c(C)c2)c(=O)[nH]1,-9,-26,-0.2,nt,15,2,-3,9,?,-15,105
c1ccc2c(c1)[nH]c1c(NCC3CCCO3)ncnc12 (centres undefined),1,-23,-0.5,2,-14,-4,-7,-11,-2,14,95
Cc1cc(C)cc(N(CC(=O)Nc2ccc(Br)cc2)S(=O)(=O)c2c(C)[nH]c(=O)[nH]c2=O)c1,-14,-3,-1.9,5,13,-11,-14,3,-7,-13,102
CSc1ccc(S(=O)(=O)N2CCC(C(=O)N3CCOCC3)CC2)cc1,0,-5,0.0,-4,11,11,14,-16,-1,-11,105
Cc1nn(C2CCS(=O)(=O)C2)c(C)c1CN(C)C(=O)c1cccc(Cl)c1 (centres undefined),-17,7,0.5,-3,11,-6,-11,-1,7,-11,90
COC(=O)NCc1ccc(Cl)c(Cl)c1,101,-5,0.3,nt,10,-5,-14,10,-5,-10,103
O=C(COc1ccccc1F)NC1CCN(Cc2ccccc2)CC1,48,-3,-1.3,2,24,-9,6,-3,-5,-24,105
COc1ccc(NC(=O)c2ccccc2NS(C)(=O)=O)cc1OC,-13,6,-2.5,0,10,-5,-10,31,4,-10,98
CCC1c2ccc(C)n2CCN1C(=O)Nc1ccc(F)cc1 (centres undefined),-16,15,-4.0,0,-60,3,-1,3,-3,60,122
CCOC(=O)c1ccc(NC(=O)c2nc[nH]c2C(=O)NCCCCCNC(=O)OC(C)(C)C)cc1,2,-7,-1.7,nt,-25,12,0,2,-28,25,97
CC1=NN(C(=O)CCc2ccccc2)C(c2ccccc2)C1 (centres undefined),2,19,-0.2,-3,1,-4,-1,-8,-7,-1,81
CCOC(=O)c1[nH]c2c(c1-c1ccccc1)C(=O)CC(c1ccc(OC)c(OC)c1)C2 (centres undefined),-11,-4,1.3,nt,-40,-6,-10,2,13,40,105
O=C(NC1CCCCCC1)C(=S)NCc1ccccc1,114,37,-0.3,-11,12,-3,3,-1,-6,-12,107
O=C(NCCCCl)C1CC(=O)N(CCc2ccc(F)cc2)C1 (centres undefined),54,7,-1.7,0,23,0,2,47,4,-23,91
Cc1ccc(C(=O)CCC(=O)Nc2ccccc2C)c(C)c1,16,14,0.6,-8,15,-8,-1,10,1,-15,107
CC(CNC(=O)C1CCCCC1)NC(=O)C1CCCCC1 (centres undefined),1,0,-2.7,2,29,2,1,9,-5,-29,99
O=C(CCN1C(=O)C2C3C=CC(C3)C2C1=O)NCCc1ccccc1 (centres undefined),13,19,-0.4,-2,-6,6,-5,-3,-2,6,nt
CC(CC(=O)N(C)c1c(N)n(Cc2ccccc2)c(=O)[nH]c1=O)c1ccccc1 (centres undefined),-18,2,0.0,0,9,-2,-7,-3,-1,-9,113
CC1(OCON)CCCc2ccccc21 (centres undefined),-19,0,-0.6,nt,26,-1,-12,26,0,-26,99
CN(C(=O)c1ccc(NC(=O)Cc2cccc(NC(=O)C3CCCN(C(=O)CCc4ccccc4)C3)c2)cc1)C1CC1 (centres undefined),nt,33,0.4,nt,-58,-3,0,12,5,58,99
Cc1cc(C)c(NC(=O)Cn2nnc(C(=O)NCc3ccc4c(c3)OCO4)c2N)c(C)c1,-4,-1,0.5,8,13,-8,-3,3,75*,-13,92
O=C(COC(=O)CCN1C(=O)c2cccc([N+](=O)[O-])c2C1=O)NCc1ccccc1,201,12,-0.3,-1,21,4,11,6,-4,-21,97
Cc1ccc(-c2c(C)sc3nc(CN4CCN(CC(=O)NC5CC5)CC4)[nH]c(=O)c23)cc1,nt,-6,-1.3,0,-31,13,2,-2,-6,31,99
Clc1cccc(N2CCN(CCCN3CCN(c4ccccc4)CC3)CC2)c1,nt,-3,-1.4,53*,-22,6,7,0,0,22,98
C=CCc1cccc(CNc2cnc3ccccc3c2)c1O,112,4,0.5,-1,-19,-3,7,18,-7,19,95
COc1ccc(S(=O)(=O)NCC(=O)N(CC(=O)NCc2ccco2)Cc2ccccc2)cc1,642*,-17,1.7,-2,25,-8,-5,36,-8,-25,95
COc1ccc(-c2nc3n(n2)C(c2ccccc2Cl)C(C(N)=O)=C(C)N3)cc1 (centres undefined),6,5,0.0,nt,4,-6,-5,5,-7,-4,107
Cc1ccc(N2C(=O)C3CC3C2=O)cc1 (centres undefined),8,3,-0.6,-3,36,-11,-22,-7,4,-36,97
COc1ccc(NC(=O)c2ccc([N+](=O)[O-])s2)c([N+](=O)[O-])c1,-13,-44,-1.3,-3,14,-5,3,-8,9,-14,104
O=C(c1cccs1)N1CCN(S(=O)(=O)c2ccccc2)CC1,5,-3,-0.6,-1,8,-4,-1,30,-3,-8,103
O=C1C2C3C=CC(CC3)C2C(=O)N1c1ccc([N+](=O)[O-])cc1 (centres undefined),-4,nt,-3.2,-2,-7,4,9,22,1,7,109
CCOCCCNC(=O)C(c1ccc(C)cc1)N(Cc1ccc2c(c1)OCO2)C(=O)c1ccccn1 (centres undefined),nt,6,-0.6,-3,8,0,-10,-19,-2,-8,nt
CC(=O)Nc1cc(C(=O)N(C)Cc2ccccc2)ccc1S(=O)(=O)c1ccc(C)cc1,8,0,1.2,1,10,6,0,12,4,-10,87
CN(C)/C=C/C(=O)c1ncc(C(F)(F)F)cc1Cl,15,6,-0.2,43,8,-8,1,24,-6,-8,80
CN1C(=O)C2(C(C#N)=C(N)Oc3n[nH]c(-c4ccc(Cl)cc4)c32)c2ccccc21 (centres undefined),49,-4,0.7,2,29,-12,-5,38,-6,-29,87
O=C(C1=C(O)C(=O)N(c2ncccn2)C1c1ccc(F)cc1)c1ccco1 (centres undefined),-7,nt,-8.8,0,14,-10,-8,-9,1,-14,109
CC(C)CCc1noc(CN2CCN(c3ccc(Cl)cn3)CC2)n1,40,2,-0.3,-2,5,7,-4,-22,-1,-5,94
COc1ccc2nc(SCC(=O)NC3CCCCC3)[nH]c2c1,-2,2,0.2,10,nt,1,1,23,-5,nt,nt
O=C(CCc1nc(-c2ccccc2)no1)NCC1CCCO1 (centres undefined),-3,7,-1.4,1,0,-1,-3,-1,-5,0,112
OCCC1CN(CC2CCCCC2)CCN1C1CCCC1 (centres undefined),10,nt,2.3,-1,14,0,6,4,6,-14,105
CN(C)CCCNS(=O)(=O)c1ccc(Oc2ncc(C(F)(F)F)cc2Cl)cc1,-8,nt,-1.2,1,26,1,-9,29,-4,-26,113
COc1ccc(-c2cc(-c3ccc(O)cc3)nc(N)c2C#N)cc1,-7,nt,0.7,-7,-62,4,-7,-9,2,62,117
COc1ccccc1N1C(=NC(=O)C2CCCCC2)SC2CS(=O)(=O)CC21 (centres undefined),-4,3,nt,-1,13,-3,1,18,-5,-13,98
CC(C)COC(=O)n1c(SCC(=O)N(C)C)nc2ccccc21,-5,21,0.4,-7,-20,1,-7,-4,-22,20,94
C=CCC(CC(O)COCCC)C(=O)NNC(=S)Nc1ccccc1 (centres undefined),-16,28,-0.9,-2,-5,-6,-7,19,-4,5,107
Cc1nn2c(N3CCN(c4ccccn4)CC3)cc(C(C)C)nc2c1-c1ccccc1,nt,nt,1.7,-1,-70,3,-5,20,0,70,nt
O=[N+]([O-])c1ccc(OCC(O)CNCCNc2nccc(C(F)(F)F)n2)cc1 (centres undefined),-5,6,-1.1,0,-2,1,-11,-6,-14,2,nt
O=C(NN=C1CCCCCC1)NC1CCCCC1,-25,16,0.0,1,4,1,7,21,-16,-4,86
COc1ccc(Cn2c(CCCO)nc3ccccc32)cc1OC,1,-2,0.9,0,3,4,-6,10,-5,-3,103
